Screening results (PubChem)
HMGR II inh: inhibitors of E. faecalis class II HMGR, primary screen, biochemical, Enterococcus faecalis; HMG-CoA reductase (Enterococcus faecalis, mvaE); purified E. faecalis HMGR, NADPH absorbance 340 nm kinetic; inhibition, % at 10 µM; hit rate 0.41% among 190,000; AID 1066, 2008;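 active = inhibition above a set limit, the median over all tested compounds plus 3 SD, cut at about 9.5% in these data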;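 also: enzyme runs in reverse so mevalonate oxidation gives rising NADPH absorbance; 0% = complete reaction with DMSO and 100% = background rate lacking mevalonate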
PPARg SRC-2 ag: agonists of PPARg-SRC-2 recruitment, primary screen, biochemical, HTS. Peroxisome proliferator-activated receptor gamma (Homo sapiens), P37231. PPARgamma LBD-SRC-2 recruitment. activation, % at 8 µM. hit rate 0.34% among 200,000. AID 1032, 2008; in the data active = activation above about 22%;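 also: 0% = vehicle and 100% = reference agonist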
PPARg SRC-3 ag: PPARgamma agonists recruiting SRC-3 coactivator, primary screen, biochemical | activation, % at 8 µM | hit rate 0.26% among 200,000 | AID 731, 2007 | biochemical PPARgamma/SRC-3 coactivator recruitment assay; in the data active = activation above about 23%;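 also: 0% = DMSO and 100% = reference agonist; some compounds past the cut are filed as inactive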
Lmaj promast: Leishmania major promastigote growth inhibition, primary screen | Leishmania major promastigotes, resazurin fluorescence viability | inhibition, % at 10 µM | hit rate 9% among 200,000 | AID 1063, 2008; in the data active = inhibition above about 50%;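 also: promastigotes grown with compound for 44 hours at 28 °C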
ROMK primary: ROMK potassium channel modulators, primary screen, cell-based, thallium flux, MLSMR library; ATP-sensitive inward rectifier potassium channel 1 (Homo sapiens), P48048; Tet-inducible ROMK, thallium flux fluorescence; actives lie on both sides; B-score at 10 µM; hit rate 2% among 130,000;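 active = signal ratio slope over the read window, or its plate-corrected B-score, at least 3 SD from the plate mean, either direction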;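 also: B-score of the F/F0 ratio slope over 7 to 12 s after thallium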
Target sequence (P48048 whole entry, looked up): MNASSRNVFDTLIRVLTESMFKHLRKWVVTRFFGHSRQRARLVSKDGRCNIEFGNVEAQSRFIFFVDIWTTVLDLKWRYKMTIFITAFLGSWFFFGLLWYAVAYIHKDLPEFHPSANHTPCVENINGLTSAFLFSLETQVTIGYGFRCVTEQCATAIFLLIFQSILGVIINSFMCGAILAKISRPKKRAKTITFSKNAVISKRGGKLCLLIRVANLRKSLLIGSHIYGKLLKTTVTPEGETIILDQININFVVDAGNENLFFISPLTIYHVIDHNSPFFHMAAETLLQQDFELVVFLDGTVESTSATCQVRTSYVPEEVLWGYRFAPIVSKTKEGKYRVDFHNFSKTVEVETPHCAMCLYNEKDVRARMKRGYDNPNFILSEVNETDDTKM
RAM inhibit: inhibitors of the yeast RAM network, primary screen, dse1pr::URA3 reporter, 5-FOA selection | S. cerevisiae dse1pr::URA3 reporter, 5-FOA growth OD615, 2 d; analog-sensitive cbk1-as2 kinase mutant strain | inhibition, % at 50 µM | hit rate 1.8% among 190,000 | AID 868, 2007;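 active = inhibition above a set limit, 3 SD over mean compound inhibition, cut at about 8.4% in these data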;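 also: 0% = DMSO-only wells with no growth and 100% = 10 µM 1-NA-PP1 full growth; inhibition rescues growth on 5-FOA so higher OD means more RAM inhibition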
S1P3 antag: S1P3 receptor antagonists, primary screen, cell-based; Sphingosine 1-phosphate receptor 3 (Homo sapiens), Q99500; inhibition, % at 4.98 µM; hit rate 0.27% among 170,000; CHO S1P3 NFAT-BLA reporter, FRET fluorescence, antagonist mode;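 active = inhibition above the plate cutoff, the mean inhibition of test wells on that plate plus 3 SD, cut at about 28% in these data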;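 also: cells challenged with S1P at its EC80 of 0.8 µM; blue over green emission ratio from cleaved BLA substrate after 4 h stimulation; 0% = S1P-stimulated wells and 100% = unstimulated DMSO-only wells; some compounds past the cut are filed as inactive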
Target sequence (Q99500 whole entry, looked up): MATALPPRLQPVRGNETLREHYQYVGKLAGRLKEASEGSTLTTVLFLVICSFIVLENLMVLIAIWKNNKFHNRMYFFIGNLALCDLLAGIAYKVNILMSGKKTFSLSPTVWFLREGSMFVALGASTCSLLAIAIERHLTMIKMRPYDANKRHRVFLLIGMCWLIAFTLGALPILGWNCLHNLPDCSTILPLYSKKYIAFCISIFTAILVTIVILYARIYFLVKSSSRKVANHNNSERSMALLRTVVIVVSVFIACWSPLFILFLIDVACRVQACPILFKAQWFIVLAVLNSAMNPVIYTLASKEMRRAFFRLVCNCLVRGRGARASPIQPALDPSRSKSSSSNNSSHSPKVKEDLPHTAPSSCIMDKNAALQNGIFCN
Redox H2O2 prof: compounds producing H2O2 with reducing agent – biochemical, NIH compound library profiling, artefact control for MLSCN library redox annotation, primary screen; DTT-dependent redox cycling H2O2, phenol red/HRP absorbance; 100% = 100 µM peroxide control, 0% = buffer; activation, % at 10 µM; hit rate 0.03% among 200,000; AID 878, 2007;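 active = activation of at least 50% relative to the plate's high and low controls in the primary single-dose screen; inactive = activation below 50%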;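 also: compound incubated with DTT at 0.8 mM final as the reducing agent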
bIAP inh: bovine intestinal alkaline phosphatase inhibitors, primary screen, selectivity assay for TNAP inhibitor project, biochemical, bovine IAP, CDP-star luminescence. alkaline phosphatase, intestinal [Bos taurus]. purified bovine IAP, 30 min. inhibition, % at 20 µM. 190,000 tested, under 10 active;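 active = over 50% inhibition of intestinal alkaline phosphatase at 20 µM in the single-dose screen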
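System: Purified bovine intestinal alkaline phosphatase (IAP) enzyme | Input: IAP diluted 1/65,000,000 in the well | Also added: CDP-star chemiluminescent phosphatase substrate, 30 µM final | Dosing: 20 µM single dose | Times: Enzyme reaction for 30 min at room temperature | Detection: Luminescence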
TR-FRET SRC-2 ct: TR-FRET signal artefacts, primary screen, artefact control for PPARgamma SRC-2 agonist project, biochemical; TR-FRET ratio at 8 µM; TR-FRET artefact counter-screen; active compounds read high; hit rate 0.4% among 200,000; in the data active = TR-FRET ratio above about 2000; also: inactives centre near 1500
PPARg SRC1 recr: PPARgamma agonists recruiting SRC-1 coactivator, primary screen, biochemical. Peroxisome proliferator-activated receptor gamma (Homo sapiens), P37231. PPARgamma-SRC-1 coactivator recruitment biochemical assay. hit rate 0.41% among 200,000. activation, % at 8 µM; in the data active = activation above about 19%;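 also: 0% = DMSO and 100% = reference agonist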
Numbers without * were called inactive; nt = not tested or not shown. Random draw from the library; about 13% have a hit in one of these screens.

Results follow in this order: Redox H2O2 prof	RAM inhibit	PPARg SRC-3 ag	ROMK primary	PPARg SRC-2 ag	S1P3 antag	Lmaj promast	HMGR II inh	PPARg SRC1 recr	TR-FRET SRC-2 ct	bIAP inh
Cc1ccc2[nH]c(=O)c(CN(Cc3cccs3)Cc3nnnn3Cc3ccccc3)cc2c1
 : -0.6	1.1	1	-1.8	7	nt	11	-1	-3	1684	2
CCc1ccc(NC(=O)CN(c2ccccc2)S(=O)(=O)N(C)C)cc1
 : 0.1	2.4	1	-0.22	-2	-1	-1	-4	3	1447	-15
CCC(=O)N1CC2(c3ccccc3)CN(C(=O)CC)CC(c3ccccc3)(C1)C2=O
 : -0.6	1.3	-2	2.1	-1	-15	4	-4	12	1696	6
CCNC(=S)N1CCCCC1CO (stereo not drawn)
 : -0.5	2.1	2	0.41	-4	-5	-6	-5	-5	1657	-30
O=C(/C=C/c1ccc([N+](=O)[O-])cc1)Nc1ncc([N+](=O)[O-])s1
 : -2.5	1.3	4	0.88	5	-11	83*	7	5	1452	16
COc1ccc(-c2cn3c(C)c(C(=O)N4CCCc5ccccc54)sc3n2)cc1
 : -1.1	nt	-1	nt	1	-28	30	nt	1	1677	nt
O=C1c2cccc(OCC(=O)N3CCCc4ccccc43)c2CCN1Cc1cccnc1
 : -0.1	0.2	-1	0.19	12	6	19	-1	5	1432	-12
C/C(=N\NC(=O)c1nc2ccccn2c1C)c1cccc([N+](=O)[O-])c1
 : -1.5	1.6	1	-0.83	-2	-3	12	-2	6	1460	-23
Nc1cc(N)nc(SCC(=O)NNC(=O)c2ccc(Cl)cc2)n1
 : -5.6	-0.1	4	nt	6	nt	-13	-3	2	1453	-9
Cc1nnc(SCCCn2c(N3CCN(c4ccccc4)CC3)nc3c2c(=O)[nH]c(=O)n3C)s1
 : 1.8	4.2	8	nt	4	-21	0	-4	5	1493	-6
O=C(Cc1ccc(Cl)cc1)Nc1ccc(N2CCN(C(=O)c3ccco3)CC2)cc1
 : 0.1	2.1	15	-0.22	0	1	0	2	-6	1415	8
CS(=O)(=O)NCCNc1cc(Cl)ccc1[N+](=O)[O-]
 : -0.3	1.1	4	1.3	4	5	-3	0	-2	1378	9
CC(=O)Nc1ccc(C(=O)Nc2nc(-c3ccccn3)cs2)cc1
 : -1.9	3.2	-1	1.5	2	17	64*	-1	7	1977*	-27
COc1ccc(Nc2c(-c3ccco3)nc3cccc(C)n23)cc1
 : -0.3	1.8	5	0.59	-2	5	10	-7	10	1824	10
CC1(C)C2CCC1(CS(=O)(=O)NC1CCCC1)C(=O)C2 (stereo not drawn)
 : -0.7	0.9	0	-0.094	12	-9	-3	-1	2	1667	10
Cc1ccc(C(=O)CSc2ccccn2)cc1
 : 3.1	-0.6	1	nt	-2	26	-3	-6	-2	1565	30
Cc1cccc(NC(=O)CSc2nnc(CN3CCOCC3)n2C)c1C
 : -1.2	1.3	6	1	7	-17	-10	-3	8	1598	2
COc1cccc(CNc2ccc(C(=O)O)cc2)c1OCc1ccccc1
 : 0.2	4.7	2	-0.58	15	2	-8	0	11	1704	13
COc1ccc(/C=N/NC(=O)c2ccc(N(C)S(=O)(=O)c3ccccc3)cc2)c(OC)c1
 : -0.1	1.5	6	-0.1	3	5	7	-7	0	1564	-35
CCOC(=O)c1ccc(-n2c(CN3CCC(O)CC3)nc3ccc([N+](=O)[O-])cc3c2=O)cc1
 : -1.7	0.5	-1	-0.4	7	-7	16	-3	-1	1479	3
COC(=O)CC1C(=O)NCCN1C(=O)c1ccc(S(=O)(=O)N2CCOCC2)cc1 (stereo not drawn)
 : 0.7	0.5	-1	0.35	4	-9	-6	-2	2	1520	-10
O=C(CNC(=S)NC(=O)c1ccc(F)cc1)c1ccccc1
 : 0.0	3.5	-1	-0.7	4	10	-4	-7	1	1760	0
Nc1c(-c2ccc(Cl)cc2)nnn1-c1ccccc1
 : 2.7	3.5	-8	1.7	7	nt	1	-3	10	1661	0
O=C(CSc1ccc(Cl)cc1)Nc1cccc(-c2nc3ncccc3o2)c1
 : -4.7	0.9	12	nt	13	nt	7	1	5	1402	2
COc1cccc(C2=NN(C(=O)c3ccco3)C(O)(C(F)(F)F)C2)c1 (stereo not drawn)
 : -0.6	-2.0	5	0.031	9	5	-3	-4	-4	1636	4
CCn1cc(C(=O)NCCc2ccccc2)c(=O)c2cc(S(=O)(=O)N3CCCC3)ccc21
 : 1.3	1.7	5	-0.57	5	-4	3	3	7	1490	5
CC(C)C1NC2(C(=O)c3ccccc3C2=O)C2C(=O)N(c3ccc(F)cc3)C(=O)C12 (stereo not drawn)
 : 0.0	-0.1	-17	0.1	-6	nt	-4	-1	0	1460	-1
O=C(O)Cc1csc(NC(=O)c2ccco2)n1
 : 1.0	0.6	10	0.42	0	nt	-4	-1	-2	1461	-12
CC(N1CCOC1=O)S(=O)(=O)c1ccccc1 (stereo not drawn)
 : 0.2	-0.7	18	-0.21	12	nt	0	-6	-1	1794	9
N/C(=N\OC(=O)Nc1ccc(Cl)cc1)c1ncc(C(F)(F)F)cc1Cl
 : 0.1	0.6	-2	0.072	9	nt	-7	-1	2	1579	13
COc1ccc(NC(=O)CN(C)CC(=O)Nc2ccc3c(c2)CCC3)cc1
 : -0.3	0.9	0	0.064	6	-5	3	-2	3	1505	-20
CCOC(=O)C1CCN(C(=O)Cc2c(C(=O)O)[nH]c3ccccc23)CC1
 : -0.8	1.8	-2	nt	2	nt	-5	-6	7	1429	3
Cc1noc(N)c1C(=O)Nc1ccc(C(C)(C)C)cc1
 : 1.9	-0.4	-9	nt	8	nt	-2	3	0	1677	13
O=C(CSc1ncnc2scc(-c3ccccc3)c12)NCc1ccc2c(c1)OCO2
 : 2.4	4.0	0	-0.15	5	16	-2	-2	11	1635	9
Fc1ccccc1CNCCC(Cc1ccccc1)c1ccc2c(c1)OCO2 (stereo not drawn)
 : -0.1	1.6	0	-2.1	1	-2	66*	-4	-6	1643	-2
O=c1cc(-c2ccccc2)nc2n1Cc1ccccc1-2
 : 0.3	0.7	-2	0.3	0	-20	5	-3	-5	1506	3
Cc1cc(C)c2c(CN3CCN(C)CC3)cc(=O)oc2c1
 : -3.7	2.0	17	-0.56	0	-15	1	-3	3	1463	6
Cc1[nH]n(-c2ccccc2)c(=S)c1C=Nc1cccc([N+](=O)[O-])c1
 : -7.2	-0.9	10	1.3	13	nt	-9	4	8	1598	9
O=C(c1cccc([N+](=O)[O-])c1)N1CCN(c2cccc(Cl)c2)CC1
 : -0.1	1.3	3	-0.052	-1	3	33	-6	1	1516	14
Cn1c(=S)n(C)c2ccccc21
 : -0.5	1.7	4	0.69	11	-16	-4	2	4	1741	-25
C=C(C)C1CC=C(C)/C(=N/NC(=O)C2CC2c2ccccc2)C1 (stereo not drawn)
 : 0.5	4.7	1	-0.055	-10	14	2	-1	7	1534	-1
N#Cc1c(-n2cccc2C=O)sc2c1CCCC2
 : -0.9	1.8	7	-1.2	12	-12	52*	-6	5	1602	10
CCN(CC)C(=O)COc1ccc2c(c1)C(=O)CC(C)(C)O2
 : -0.4	1.1	0	0.71	-5	-19	-6	-1	7	1486	-2
COc1cccc(/C=C/C(=O)c2ccc(NC3=NCCCS3)cc2)c1
 : -0.1	-0.1	2	0.59	-4	-13	99*	-4	-2	1432	7
Cc1ccc(CNS(=O)(=O)/C=C/c2ccc3c(c2)OCO3)cc1
 : 0.5	-0.4	8	nt	2	nt	-3	0	-2	1668	30
COc1ccc(F)cc1CN1CCN(c2cc(C)nc3c4c(C)cc(C)nc4nn23)CC1
 : -2.2	0.4	-1	nt	6	-32	30	3	12	1650	-23
COc1ccccc1NC(=O)c1c(Br)cnn1C
 : 0.4	0.1	1	0.16	-1	3	-1	-5	-8	1486	-4
C=CCc1cccc(/C=N/NC(=O)C(C)Nc2cccc(C)c2)c1O (stereo not drawn)
 : 0.1	2.1	-3	nt	-2	-9	19	-1	2	1509	-22
O=C(CN(C(=O)CNC(=O)c1ccco1)c1ccc2c(c1)OCCO2)NC1CCCCC1
 : -0.9	0.4	6	-0.083	-1	-4	-9	2	0	1306	3
CCOC(=O)N1CCC(NC(=O)CSCc2nc(-c3cccc(OC)c3)oc2C)CC1
 : 2.0	-0.1	-10	nt	2	-51	-6	-2	3	1654	-5
Cc1cc(C)n(C(=O)CNc2ccc(C)c(C)c2)n1
 : -0.7	0.5	-6	nt	11	nt	-3	0	-3	1656	-26
CCCCC12CN3CCN(CC(C3)/C1=N\NC(=O)Nc1ccccc1)C2
 : 0.0	3.5	-4	-1.2	0	0	-2	-4	4	1490	11
O=C(NC1CCCCC1)NC1CCN(C(=S)NCc2ccco2)CC1
 : -3.9	1.4	-2	nt	-1	nt	-7	-7	0	1582	2
O=C(C1=NN[C@@H]2C(=O)N(c3ccccc3C(F)(F)F)C(=O)[C@H]12)c1ccc2ccccc2n1
 : 0.0	5.4	-4	nt	3	5	-5	-12	2	1671	12
O=C(O)Cn1c(=S)sc2ccccc21
 : -1.0	-0.4	2	0.13	-3	6	-7	0	-11	1488	-14
O=C(CCc1nc(-c2ccccc2)no1)NCc1ccco1
 : 0.0	0.6	-1	-0.14	-1	-1	3	1	5	1617	-3
COc1ccc(N(C(=O)COc2ccc(F)cc2)S(=O)(=O)c2ccc(C)cc2)cc1
 : -0.3	2.6	2	0.0036	4	-5	39	-1	-3	1764	6
O=C(NCCN1CCc2ccccc2C1)C1CCN(S(=O)(=O)N2CCCCC2)CC1
 : -0.2	0.1	-12	0.88	-2	0	81*	0	-1	1447	-6
CCOCCCNC(=O)C1CCN(C(=O)Nc2ccc(Cl)cc2)CC1
 : 1.4	1.3	0	nt	5	-20	-3	-7	1	1493	4
Cc1cc(=O)oc(C)c1C(=O)NCCCN1CCN(c2ccc(F)cc2)CC1
 : 0.3	1.2	-1	0.41	3	nt	-2	-1	6	1556	-2
CCOc1ccc(NC(=O)c2cc3cc4ccc(C)cc4nc3o2)cc1
 : -0.1	3.0	1	0.11	3	7	2	-4	11	1761	9
CC(=O)N1CCN(CC(=O)Nc2c(Cl)cccc2Cl)CC1
 : 1.9	-0.4	-5	nt	-6	-5	-6	0	0	1528	3
CC1(C)CC(=O)c2cc(O)ccc2O1
 : 0.5	1.2	0	1.3	-10	-3	-6	0	4	1745	8
